FUS suppressor = qHTS for Suppressors of FUS Proteinopathy: Primary screen using FUS-linked yeast assay | AID 1347120, 2019 | hit rate 0.24% among 390,000 | S. cerevisiae FUS-expressing, growth rescue, OD600, 24 h | Potency, µM (doses to about 76.6 µM), for inactives: top-dose growth rescue (activation), usual class: activators;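 further: plate controls were DMSO vehicle for no effect and reference control for full effect; nearly all actives have a fitted effect of over 55% in size; some results filed as inactive show a strong effect at the top dose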
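FUS-expressing yeast, raffinose-pregrown, induced in 2% galactose minimal medium at OD 0.005; compounds in a dilution series, 24hr at 30C. Growth restoration read as absorbance at 600 nm. CP55940 positive control, DMSO negative.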
PTHR1 ag = qHTS for PTHR1 Agonists: Primary Screen; Parathyroid hormone/parathyroid hormone-related peptide receptor (Homo sapiens), Q03431; HEK293 GP2 PTHR1 cells, GloSensor cAMP luminescence, 1 h; Potency, µM (doses to about 115 µM), without a hit: at the top dose activation, usual class: activators; hit rate 0.075% among 410,000; further: nearly all actives have a fitted effect of over 55% in size; some results filed as inactive show a strong effect at the top dose; inactives centre near -15; many of its hits are not listed in these tables
Target sequence (Q03431 whole entry, looked up): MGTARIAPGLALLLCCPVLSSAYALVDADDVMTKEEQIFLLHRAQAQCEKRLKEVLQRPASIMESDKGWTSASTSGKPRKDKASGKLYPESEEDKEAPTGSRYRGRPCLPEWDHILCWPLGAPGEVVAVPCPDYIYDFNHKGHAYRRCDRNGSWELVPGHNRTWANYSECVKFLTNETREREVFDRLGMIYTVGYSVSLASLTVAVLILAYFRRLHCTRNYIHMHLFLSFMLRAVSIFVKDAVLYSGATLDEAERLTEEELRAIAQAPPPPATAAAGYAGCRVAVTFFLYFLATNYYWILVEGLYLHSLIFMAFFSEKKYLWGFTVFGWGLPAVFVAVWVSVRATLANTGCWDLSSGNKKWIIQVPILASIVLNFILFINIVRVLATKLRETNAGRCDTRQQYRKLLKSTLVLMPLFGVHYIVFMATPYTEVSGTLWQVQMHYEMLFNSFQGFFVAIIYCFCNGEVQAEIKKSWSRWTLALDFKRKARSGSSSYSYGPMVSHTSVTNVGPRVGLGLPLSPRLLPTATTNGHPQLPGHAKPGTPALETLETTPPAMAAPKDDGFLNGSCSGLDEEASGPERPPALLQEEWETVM
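HEK-293-derived GP2 cells expressing PTHR1 and a GloSensor cAMP reporter, 3,000/well, plated overnight, given luciferin plus IBMX (each 0.5 mM as added) for 1 h at 37 °C, then compound for 1 h at 37 °C. Luminescence was read after 15 min at room temperature.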
EPAC2 agonist = qHTS for Agonist of cAMP-regulated guanine nucleotide exchange factor 4 (EPAC2): primary screen | Rap guanine nucleotide exchange factor 4 (Homo sapiens), Q8WZA2 | EPAC2 activation, biochemical qHTS; response scale: 100% = 6.5 mM cAMP response | Potency, µM (doses to about 154 µM), without a hit: top-dose activation, actives largely listed as activators | hit rate 0.079% among 360,000 | AID 720711, 2013; further: nearly all actives have a fitted effect of over 50% in size
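Compounds were titrated in qHTS against a Rap1B-BODIPY-GDP (250 nM) complex with EPAC2 (100 nM) and GDP (50 uM). BODIPY-GDP release tracked at 480/540 nm over 30 min at room temperature, normalized to 6.5 mM cAMP.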
TDP43 rescue = qHTS of TDP-43 Inhibitors; TDP-43 expressing yeast growth rescue, BacTiter-Glo, 24 h; hit rate 1.8% among 410,000; Potency, µM (titrated, usually from 46.1 µM), for inactives: at the highest dose growth rescue (activation), usual class: activators; AID 652104, 2013; further: % of control where 0% means no effect; nearly all actives have a fitted effect of over 50% in size
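Luminescence from BacTiter-Glo reports growth of TDP-43-expressing yeast after 24 hr at 30 deg C with compound. Cells were raffinose-pregrown to mid-log, then seeded in galactose medium at OD600=0.02.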
EPAC1 antagonist = qHTS for Antagonist of cAMP-regulated guanine nucleotide exchange factor 3 (EPAC1): primary screen | EPAC1 GEF assay, Rap1b-BODIPY-GDP exchange fluorescence | Potency, µM (highest dose often 115 µM), for inactives: at the highest dose activity change, negative = inhibition, hits mostly inhibitors | hit rate 0.14% among 360,000 | AID 720709, 2013;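 further: plate controls were vehicle for no effect and positive control for full effect; nearly all actives have a fitted effect of over 50% in size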
EPAC2 antag = qHTS for Antagonist of cAMP-regulated guanine nucleotide exchange factor 2 (EPAC2): primary screen; Potency, µM (titrated, usually from 114 µM), without a hit: at the highest dose activity, negative = inhibition, actives largely listed as inhibitors; EPAC2 GEF exchange of Rap1B-BODIPY-GDP, fluorescence; hit rate 0.18% among 360,000; AID 720708, 2013; further: on the % scale 0 is the no-effect control and ±100 the full control effect; nearly all actives have a fitted effect of over 45% in size; many of its hits are not listed in these tables
aSyn rescue = qHTS of alpha-syn Inhibitors; Potency, µM (doses to about 46.1 µM), for inactives: at the highest dose growth rescue (activation), usual class: activators; hit rate 0.14% among 370,000; Yeast expressing alpha-synuclein, growth rescue, BacTiter-Glo, 24 h; further: % of control where 0% means no effect; nearly all actives have a fitted effect of over 65% in size
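Galactose-induced alpha-syn yeast (OD600=0.02, raffinose-pregrown) + pinned cpd, 24 hr, 30 deg C; growth by BacTiter-Glo luminescence. Growth restoration scores as activation.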
EPAC1 agonist = qHTS for Agonist of cAMP-regulated guanine nucleotide exchange factor 3 (EPAC1): primary screen; Rap guanine nucleotide exchange factor 3 (Homo sapiens), O95398; EPAC1 agonist qHTS, biochemical assay; response scale: 100% = response to 6.5 mM cAMP; hit rate 0.073% among 360,000; Potency, µM (highest dose often 154 µM), for the others: at the top dose activation, usual class: activators; further: nearly all actives have a fitted effect of over 60% in size
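Compounds were pinned as a concentration titration into mixtures of EPAC1 (100 nM), BODIPY-GDP-loaded Rap1B (250 nM) and GDP (50 uM). After 5 min at room temperature, fluorescence was followed for 30 min; activity was scaled to 6.5 mM cAMP.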
An asterisk follows results filed as active; [ ] = remark or other dose. The call rests on the fitted dose curve; in most records, active means well fitted curve in the direction sought with a large enough effect; inconclusive means small, poorly fitted or top-dose-only effect, or another doubt; inactive means no such curve, though single readings can be large; an effect the other way counts as inactive or inconclusive. Potency means the concentration at half of the fitted maximal effect. Some of the compounds tested; the hit share may differ from the screen's.

Screening O=C1CCC(C(=O)OCc2nnc(-c3ccccc3)o2)=NN1 returned FUS suppressor 24%, PTHR1 ag inactive, EPAC2 agonist 11%, TDP43 rescue -14%, EPAC1 antagonist -16%, EPAC2 antag -1%, aSyn rescue -6% and EPAC1 agonist 0%.
`Cc1nc2c(Cl)cccc2[nH]1` gave FUS suppressor 10%, PTHR1 ag -2%[57.5 µM], EPAC2 agonist 5%, TDP43 rescue 0%, EPAC1 antagonist 11%, EPAC2 antag 14%, aSyn rescue -7% and EPAC1 agonist -5%.
For CCc1ccccc1NC(=S)N1CCN(c2cccc(OC)c2)CC1 the results were FUS suppressor -4%, PTHR1 ag inactive, EPAC2 agonist 5%, TDP43 rescue inconclusive, EPAC1 antagonist -6%, EPAC2 antag 0%, aSyn rescue -8% and EPAC1 agonist -1%.
`C/C(=N/NC(=O)CNC(=O)CCc1ccccc1)c1ccc(Cl)c(Cl)c1` gave FUS suppressor -8%, PTHR1 ag inactive, EPAC2 agonist 0%, TDP43 rescue 3%, EPAC1 antagonist -28%, EPAC2 antag -1%, aSyn rescue 12% and EPAC1 agonist -6%.
`Cc1ccc2c(c1)n([O-])c1c([n+]2=O)CCCC1` gave FUS suppressor -1%, PTHR1 ag -9%[57.5 µM], EPAC2 agonist -2%, TDP43 rescue 5%, EPAC1 antagonist 9%, EPAC2 antag 2%, aSyn rescue 19% and EPAC1 agonist 7%.
`Cc1nonc1N1CCN(Cc2cn[nH]c2-c2ccc3c(c2)OCO3)CC1` gave FUS suppressor 5%, PTHR1 ag inactive, EPAC2 agonist 4%, TDP43 rescue -12%[0.397 µM], EPAC1 antagonist -2%, EPAC2 antag 0%, aSyn rescue -2% and EPAC1 agonist 6%.
For CCOC(=O)CNc1ccc(OC(F)(F)F)cc1 the results were FUS suppressor 6%, PTHR1 ag -11%, EPAC2 agonist 7%, TDP43 rescue 15%, EPAC1 antagonist -1%, EPAC2 antag 4%, aSyn rescue 6% and EPAC1 agonist -9%.
`CCNC(=O)Nc1cc(S(=O)(=O)N2CCOCC2)ccc1N1CCCCC1` gave FUS suppressor -25%, PTHR1 ag -8%, EPAC2 agonist -3%, TDP43 rescue 16%, EPAC1 antagonist -1%, EPAC2 antag -3%, aSyn rescue -9% and EPAC1 agonist -6%.
Screening CCC[C@@H]1CCCO[C@@](C(=O)NCc2ccccn2)(C(F)(F)F)C1 returned FUS suppressor 37%, PTHR1 ag -3%, EPAC2 agonist -6%, TDP43 rescue 12%, EPAC1 antagonist -11%, EPAC2 antag -2%, aSyn rescue 11% and EPAC1 agonist -8%.
For Cc1ccc(CNC(=O)CCc2nc(-c3cccs3)no2)cc1 the results were FUS suppressor -10%, PTHR1 ag -3%, EPAC2 agonist -4%, TDP43 rescue 0%, EPAC1 antagonist -3%, EPAC2 antag -16%, aSyn rescue 2% and EPAC1 agonist -16%.
CC(=O)Nc1ccc(N2C(=O)CSC2c2cccc(Br)c2)cc1 (centres undefined) was read as FUS suppressor 8%, PTHR1 ag inactive, EPAC2 agonist 0%, TDP43 rescue -8%, EPAC1 antagonist -18%, EPAC2 antag -1%, aSyn rescue 4% and EPAC1 agonist 11%.
`O=C(OCc1ccccc1)N1Cc2ccnnc2CC1c1ccccc1Br` (centres undefined) gave FUS suppressor -2%, PTHR1 ag -12%, EPAC2 agonist 11%, TDP43 rescue 21%, EPAC1 antagonist -3%, EPAC2 antag -12%, aSyn rescue 1% and EPAC1 agonist -3%.
Cc1ccccc1NC(=O)Cc1nc(COC(=O)CNC(=O)c2ccc(Cl)cc2Cl)cs1 was read as FUS suppressor -9%, PTHR1 ag inactive, EPAC2 agonist -1%, TDP43 rescue 22%, EPAC1 antagonist 8%, EPAC2 antag 12%, aSyn rescue 7% and EPAC1 agonist 5%.
CN(CC(=O)Nc1c(Cl)cccc1Cl)C(=O)CCCN1C(=O)c2ccccc2C1=O was read as FUS suppressor 14%, PTHR1 ag 0%[57.5 µM], EPAC2 agonist 3%, TDP43 rescue -17%, EPAC1 antagonist 14%, EPAC2 antag 12%, aSyn rescue 1% and EPAC1 agonist 0%.
Screening O=C(CSCCO)Nc1ccc([N+](=O)[O-])cc1 returned FUS suppressor -2%, PTHR1 ag inactive, EPAC2 agonist 5%, TDP43 rescue -1%, EPAC1 antagonist 0%, EPAC2 antag 0%, aSyn rescue -4% and EPAC1 agonist -2%.
For O=C(OCC(=O)N1CCc2ccccc21)c1c2c(nc3ccccc13)CCCC2 the results were PTHR1 ag inactive, EPAC2 agonist 7%, TDP43 rescue inconclusive, EPAC1 antagonist -3%, EPAC2 antag 6%, aSyn rescue -10% and EPAC1 agonist 3%.
`Cc1ccc(NC(=O)C2CC(=O)n3c(nc4ccccc43)N2)cc1C` (centres undefined) gave FUS suppressor -17%, PTHR1 ag -2%, EPAC2 agonist -3%, TDP43 rescue -1%, EPAC1 antagonist -19%, EPAC2 antag 0%, aSyn rescue 6% and EPAC1 agonist -7%.
`CCCNC(=O)c1cccc(S(=O)(=O)N2CC3(C)CC2CC(C)(C)C3)c1` (centres undefined) gave PTHR1 ag -23%, EPAC2 agonist -9%, TDP43 rescue 1%, EPAC1 antagonist -3%, EPAC2 antag -2%, aSyn rescue -3% and EPAC1 agonist -3%.
COc1ccc(Cc2nnc(Cl)c3ccccc23)cc1OC was read as FUS suppressor -14%, PTHR1 ag -12%, EPAC2 agonist 7%, TDP43 rescue 15%, EPAC1 antagonist 4%, EPAC2 antag -1%, aSyn rescue 9% and EPAC1 agonist 13%.
Cc1nc2ccccn2c1P(=Nc1ccccc1)(N(C)C)N(C)C was read as FUS suppressor 4%, PTHR1 ag -2%[57.5 µM], EPAC2 agonist -8%, TDP43 rescue -16%, EPAC1 antagonist 7%, EPAC2 antag 9%, aSyn rescue 0% and EPAC1 agonist 1%.

Grouped by structure: the entries above containing a CF3 group (two)
For CCOC(=O)CNc1ccc(OC(F)(F)F)cc1 the results were FUS suppressor 6%, PTHR1 ag -11%, EPAC2 agonist 7%, TDP43 rescue 15%, EPAC1 antagonist -1%, EPAC2 antag 4%, aSyn rescue 6% and EPAC1 agonist -9%.
Screening CCC[C@@H]1CCCO[C@@](C(=O)NCc2ccccn2)(C(F)(F)F)C1 returned FUS suppressor 37%, PTHR1 ag -3%, EPAC2 agonist -6%, TDP43 rescue 12%, EPAC1 antagonist -11%, EPAC2 antag -2%, aSyn rescue 11% and EPAC1 agonist -8%.

(listing goes on)
Screening O=C(C1CCCC1)N1CCCC(Nc2ccccc2)C1 (centres undefined) returned FUS suppressor -1%, PTHR1 ag inactive, EPAC2 agonist 13%, TDP43 rescue -13%, EPAC1 antagonist -2%, EPAC2 antag 0%, aSyn rescue -1% and EPAC1 agonist 5%.
For CNC(=O)c1cc(NC(=O)CCn2nc(-c3ccccc3)c3ccccc3c2=O)ccc1OC the results were FUS suppressor 28%, PTHR1 ag inactive, EPAC2 agonist 7%, TDP43 rescue -33%, EPAC1 antagonist -23%, EPAC2 antag 15%, aSyn rescue -19% and EPAC1 agonist -5%.
`COc1ccc(C(C)(O)c2nc(-c3cc(F)cc(F)c3)cs2)cc1` (centres undefined) gave FUS suppressor 21%, PTHR1 ag -24%, EPAC2 agonist 3%, TDP43 rescue -20%, EPAC1 antagonist inconclusive, EPAC2 antag -18%, aSyn rescue 11% and EPAC1 agonist -8%.
COCCNC(=O)CCCn1c(=O)c2cc(OC)c(OC)cc2n(CC(=O)c2ccccc2)c1=O was read as FUS suppressor 18%, PTHR1 ag inactive, EPAC2 agonist 1%, TDP43 rescue 3%, EPAC1 antagonist -3%, EPAC2 antag -8%, aSyn rescue -2% and EPAC1 agonist 2%.
Screening Cc1cc(-c2ccc(S(=O)(=O)N(C)c3ccc(C)c(C)c3)s2)on1 returned FUS suppressor 24%, PTHR1 ag -26%, EPAC2 agonist 22%, TDP43 rescue 15%, EPAC1 antagonist -8%, EPAC2 antag -6%, aSyn rescue 4% and EPAC1 agonist 22%.
For Cc1cc(Cl)ccc1NNC(=O)CCc1ccccc1 the results were FUS suppressor -17%, PTHR1 ag inactive, EPAC2 agonist 6%, TDP43 rescue 13µM*, EPAC1 antagonist 5%, EPAC2 antag -1%, aSyn rescue 10% and EPAC1 agonist -2%.
Screening O=C1CCCC2=C1C(c1ccncc1)Nc1ccccc1N2 (centres undefined) returned FUS suppressor -10%, PTHR1 ag inactive, EPAC2 agonist 13%, TDP43 rescue 11%, EPAC1 antagonist 2%, EPAC2 antag -2%, aSyn rescue 0% and EPAC1 agonist 16%.
`COc1cc(NC(=O)c2ccnn2C)c(OC)cc1Cl` gave FUS suppressor -3%, PTHR1 ag -10%, EPAC2 agonist 0%, TDP43 rescue 23%, EPAC1 antagonist -3%, EPAC2 antag -13%, aSyn rescue 6% and EPAC1 agonist 12%.

Grouped by structure, the entries above with an NH in an aromatic ring
`Cc1nc2c(Cl)cccc2[nH]1` gave FUS suppressor 10%, PTHR1 ag -2%[57.5 µM], EPAC2 agonist 5%, TDP43 rescue 0%, EPAC1 antagonist 11%, EPAC2 antag 14%, aSyn rescue -7% and EPAC1 agonist -5%.
`Cc1nonc1N1CCN(Cc2cn[nH]c2-c2ccc3c(c2)OCO3)CC1` gave FUS suppressor 5%, PTHR1 ag inactive, EPAC2 agonist 4%, TDP43 rescue -12%[0.397 µM], EPAC1 antagonist -2%, EPAC2 antag 0%, aSyn rescue -2% and EPAC1 agonist 6%.

Screening results deposited in PubChem BioAssay by National Center for Advancing Translational Sciences (NCATS).
